Bioassay records (PubChem BioAssay)
Bcl-XL Bim block: disrupts Bim peptide binding to human Bcl-XL. AID 1007. Q07817. inhibition, % at 10 µM. bead flow cytometry, fluorescence. 0.04% of 190,000 active
Mcl1 Bid PPI: Mcl-1/Bid interaction inhibition; Q07820; TR-FRET Mcl-1/Bid-Dy647 peptide binding, 1536-well; inhibition, % at 21.7 µM; 0.97% of 220,000 active; AID 1021;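 active = compounds that cut the binding signal by more than half at the single screening dose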;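 also: His-tagged Mcl-1 with europium anti-His antibody binding Bid BH3 peptide; 0% = Mcl-1 plus peptide wells and 100% = peptide-only wells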
RGS8-Gao reg: modulates binding of RGS8 to human Galphao; 0.34% of 220,000 active; response (percent of control binding), % at 10 µM; multiplexed bead flow cytometry; actives lie on both sides; P09471; in the data active = response below about 60% or above about 140%; inactive = in between;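 also: Galphao activated as the GDP aluminium fluoride complex binding bead-coupled RGS8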
Target sequence (P09471 whole entry, looked up): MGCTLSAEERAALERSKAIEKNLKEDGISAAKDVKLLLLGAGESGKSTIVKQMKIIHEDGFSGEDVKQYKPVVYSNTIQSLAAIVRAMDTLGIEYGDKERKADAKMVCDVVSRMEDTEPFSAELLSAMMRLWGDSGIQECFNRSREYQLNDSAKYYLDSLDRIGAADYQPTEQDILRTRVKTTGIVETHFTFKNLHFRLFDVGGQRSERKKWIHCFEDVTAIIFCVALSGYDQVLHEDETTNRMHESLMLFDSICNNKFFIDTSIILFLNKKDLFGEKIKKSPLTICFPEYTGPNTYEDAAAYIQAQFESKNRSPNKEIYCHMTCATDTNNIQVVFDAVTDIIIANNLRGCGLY
Bcl-W Bim block: inhibitors of Bim-Bcl-W interaction, human. Q92843. inhibition, % at 10 µM. 0.02% of 190,000 active. AID 952. bead-based flow cytometry, Bim peptide-Bcl-W binding;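 also: 0% = bound tracer without compound and 100% = peptide blocker; higher means less fluorescent Bim peptide bound to Bcl-W beads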
Target sequence (Q92843 whole entry, looked up): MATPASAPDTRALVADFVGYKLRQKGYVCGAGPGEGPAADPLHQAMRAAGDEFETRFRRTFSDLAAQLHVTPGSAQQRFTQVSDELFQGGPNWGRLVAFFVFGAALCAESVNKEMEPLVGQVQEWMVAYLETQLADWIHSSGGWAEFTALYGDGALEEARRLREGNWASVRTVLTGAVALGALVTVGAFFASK
Bim-Mcl-1: human Bim-Mcl-1 interaction inhibition; Bead-based flow cytometry, Bim peptide-Mcl-1 binding; Q07820; inhibition, % at 10 µM; 0.1% of 190,000 active;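 also: 0% = no compound tracer wells and 100% = peptide blocker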
RGS4-Gao reg: human RGS4-Galphao interaction regulation; P09471; Multiplexed bead flow cytometry, RGS4-Galphao binding; actives lie on both sides; binding response (% of control), % at 10 µM; 0.33% of 220,000 active; AID 1415; in the data active = binding response below about 49% or above about 150%; inactive = in between;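 also: fluorescent Galphao activated with aluminum fluoride binding bead-coupled RGS4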
Mcl1 Noxa PPI: disrupts binding of human Mcl-1 to Noxa peptide. TR-FRET Mcl-1/Noxa peptide binding, 2 h. inhibition, % at 21.7 µM. 1.5% of 220,000 active. AID 1022;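 active = compounds that cut the protein-peptide binding signal by more than 50% relative to plate controls in a single-dose test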;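 also: His-tagged Mcl-1 with rhodamine Noxa BH3 peptide and terbium anti-His antibody; 0% = Mcl-1 plus Noxa peptide wells and 100% = peptide-only wells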
RGS7-Gao reg: modulates binding of RGS7 to human Galphao | P09471 | Multiplexed bead flow cytometry; actives lie on both sides | binding response (% of control), % at 10 µM | 0.35% of 220,000 active; in the data active = binding response below about 49% or above about 150%; inconclusive = no clear call, values can overlap the other calls; inactive = in between;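 also: fluorescent Galphao held in activated GDP-AlF4 state binding bead-coupled RGS7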
Bfl-1 Bim block: inhibitors of Bim-Bfl-1 interaction, human; inhibition, % at 10 µM; 0.12% of 190,000 active; Bead-based flow cytometry, Bim-Bfl-1 binding inhibition; Q16548;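 also: 0% = wells without compound plus tracer and 100% = blocker peptide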
Bim-Bcl-2: human Bim-Bcl-2 interaction inhibition; P10415; AID 950; inhibition, % at 10 µM; 0.06% of 190,000 active; Bead-based flow cytometry, Bim peptide-Bcl-2 binding; in the data active = inhibition above about 40%; inconclusive = no clear call, values can overlap the other calls;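 also: 0% = no compound wells with probe peptide and 100% = reference peptide inhibitor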
Target sequence (P10415 whole entry, looked up): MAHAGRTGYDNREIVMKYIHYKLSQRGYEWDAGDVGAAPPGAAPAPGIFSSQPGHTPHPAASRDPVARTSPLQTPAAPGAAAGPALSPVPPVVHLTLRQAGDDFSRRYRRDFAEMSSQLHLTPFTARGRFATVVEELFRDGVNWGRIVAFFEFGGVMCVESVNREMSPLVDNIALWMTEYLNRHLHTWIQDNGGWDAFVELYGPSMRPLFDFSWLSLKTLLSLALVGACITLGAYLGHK
Bcl-B Bim block: inhibitors of Bim-Bcl-B interaction, human | inhibition, % at 10 µM | Q9HD36 | 0.073% of 190,000 active | bead-based flow cytometry, Bim peptide-Bcl-B binding | AID 951;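 also: 0% = tracer peptide without compound and 100% = reference inhibitor peptide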
Target sequence (Q9HD36 whole entry, looked up): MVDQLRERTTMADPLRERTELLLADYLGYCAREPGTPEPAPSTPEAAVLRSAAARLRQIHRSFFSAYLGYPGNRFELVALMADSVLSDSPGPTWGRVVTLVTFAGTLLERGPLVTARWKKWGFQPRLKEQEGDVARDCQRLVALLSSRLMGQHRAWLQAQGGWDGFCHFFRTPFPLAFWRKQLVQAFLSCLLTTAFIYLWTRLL
* = called active by the depositor; ? = inconclusive; / = not tested or not shown. Rule as the data show it, unless noted: active = inhibition above about 40%.

SMILES	Bcl-XL Bim block	Mcl1 Bid PPI	RGS8-Gao reg	Bcl-W Bim block	Bim-Mcl-1	RGS4-Gao reg	Mcl1 Noxa PPI	RGS7-Gao reg	Bfl-1 Bim block	Bim-Bcl-2	Bcl-B Bim block
O=C(Cc1nc2ccccc2[nH]1)NCc1ccco1	-6	0	103	1	-2	102	9	99	-10	-8	-6
Brc1ccc(N=Cc2ccccn2)cc1	-6	5	105	-4	-4	102	30	103	-1	-2	-6
NS(=O)(=O)c1ccc(N/C=C\C(=O)c2ccc3ccccc3c2)cc1	-9	54*	101	-5	-2	99	31	99	-5	-9	-12
CCN(CC)C(=O)C1CCCN(Cc2ccc(OC)c(C)c2)C1 (configuration not stated)	-2	21	103	-1	-4	103	30	102	0	-1	-2
Cc1ccccc1OCC(=O)Nc1ccc2c(c1)C(=O)c1ccccc1C2=O	-2	8	99	0	-1	96	67*	99	-9	-2	-5
COc1ccc(C2C3=C(N=C4SCC(=O)N42)c2ccccc2CC3)cc1OC (configuration not stated)	-4	-6	105	-1	-2	101	29	102	-10	-10	-10
CCOC(=O)C1=C(CN2CCCCCC2)NC(=O)NC1c1cccc([N+](=O)[O-])c1 (configuration not stated)	-7	-30	99	-2	-36	102	20	105	0	-7	-16
COc1ccc(Cl)cc1NC(=S)N1CCN(S(C)(=O)=O)CC1	/	-46	102	/	/	101	-8	?	/	/	/
CN(C)c1ccc(P(=O)(OCc2ccccc2)C(O)c2ccccc2F)cc1 (configuration not stated)	/	-42	105	/	/	110	2	?	/	/	/
Cc1ccsc1/C=C/c1ccc2ccccc2n1	-14	4	99	-3	-3	101	36	99	-5	-9	-11
COc1ccc(N=C2S/C(=C\c3ccc(C)o3)C(=O)N2CC(C)C)cc1	-13	25	90	3	1	93	21	93	3	-5	-9
CNC(=O)c1ccccc1NC(=O)c1cccc(S(=O)(=O)N2CCCCC2)c1	0	-22	97	0	0	96	14	95	-7	-3	0
O=C(C1CCCO1)N1CCN(C(c2ccccc2)c2ccccc2)CC1 (configuration not stated)	-5	-6	105	0	-4	102	28	103	-1	-3	-4
CCn1cc(C(=O)NC2CCCCCC2)c2cc(OC)c(OC)cc2c1=O	-8	17	106	-2	-1	107	23	109	-10	-7	-7
COc1ccc(/C=C/C(=O)NC(=S)N2CCN(c3ccccn3)CC2)cc1OC	2	-55	106	2	4	103	4	102	9	1	-28
O=C(N1CCN(c2ccccc2F)CC1)C1(c2cccs2)CCOCC1	-7	-40	98	-6	-5	96	13	97	0	-3	-5
CCn1c(SCC(=O)N2CCN(c3ccccc3)CC2)nnc1-c1cc2cc(Cl)ccc2o1	-2	-31	104	-3	-4	96	14	95	-1	-1	-2
COCCN(C(=S)Nc1c(C)cc(C)cc1C)C(C)c1cccnc1 (configuration not stated)	-3	-54	93	0	-1	97	-8	132	0	0	0
COc1ccc(CNCC(O)(c2ccccc2)c2ccccc2)cc1OC	0	-24	101	0	0	99	7	?	-1	-1	-1
COc1ccc(-c2nnnn2C)cc1S(=O)(=O)NCc1ccccc1	-7	4	102	0	-5	100	-1	98	-16	-11	-8
CC(C)OCCCNC(=O)c1cc2c(=O)n(C)c3ccccc3c2n1C	-3	-13	94	-5	0	97	5	97	3	6	0
Cc1cc(C)c2ccc(C(=O)O)nc2c1O	-2	-127	88	-1	-3	81	-52	80	0	1	1
Cc1ccc(C)c(NC(=O)c2sc(Cl)nc2C)c1	-4	-5	102	-1	0	95	-10	96	-1	0	-3
Brc1ccc2nc(N3CCN(c4ccccc4)CC3)sc2c1	0	-20	99	1	-1	99	-9	?	3	-1	0
O=c1c2ccccc2[nH]c(=S)n1CCCN1CCOCC1	-1	-77	107	1	-1	104	13	105	0	-3	-3

A second format for four compounds above:
| Bcl-XL Bim block | Mcl1 Bid PPI | RGS8-Gao reg | Bcl-W Bim block | Bim-Mcl-1 | RGS4-Gao reg | Mcl1 Noxa PPI | RGS7-Gao reg | Bfl-1 Bim block | Bim-Bcl-2 | Bcl-B Bim block | Structure |
| --- | --- | --- | --- | --- | --- | --- | --- | --- | --- | --- | --- |
| -8 | 17 | 106 | -2 | -1 | 107 | 23 | 109 | -10 | -7 | -7 | CCn1cc(C(=O)NC2CCCCCC2)c2cc(OC)c(OC)cc2c1=O |
| 2 | -55 | 106 | 2 | 4 | 103 | 4 | 102 | 9 | 1 | -28 | COc1ccc(/C=C/C(=O)NC(=S)N2CCN(c3ccccn3)CC2)cc1OC |
| -7 | -40 | 98 | -6 | -5 | 96 | 13 | 97 | 0 | -3 | -5 | O=C(N1CCN(c2ccccc2F)CC1)C1(c2cccs2)CCOCC1 |
| -2 | -31 | 104 | -3 | -4 | 96 | 14 | 95 | -1 | -1 | -2 | CCn1c(SCC(=O)N2CCN(c3ccccc3)CC2)nnc1-c1cc2cc(Cl)ccc2o1 |

(more compounds)
SMILES	Bcl-XL Bim block	Mcl1 Bid PPI	RGS8-Gao reg	Bcl-W Bim block	Bim-Mcl-1	RGS4-Gao reg	Mcl1 Noxa PPI	RGS7-Gao reg	Bfl-1 Bim block	Bim-Bcl-2	Bcl-B Bim block
COc1ccc(-c2cc(C(=O)Nc3cc(OC)cc(C(=O)Nc4cccc(C(F)(F)F)c4)c3)[nH]n2)cc1	/	7	98	/	/	89	5	?	/	/	/
CCN(CC)C(=O)Nc1ccc(Br)cc1	1	3	101	2	0	101	5	?	4	0	2
CC(=O)c1ccc(Nc2cnn(C34CC5CC(CC(CC(=O)O)(C5)C3)C4)c(=O)c2Cl)cc1	0	4	102	0	2	102	10	100	-3	-3	0
CCOc1cc2[nH]c(=S)n(CCOC)c(=O)c2cc1OCC	1	-12	98	-1	-4	98	9	101	-7	-6	-12
CC(C)NC(=O)NS(=O)(=O)c1cnccc1NC1CC2CCC1C2 (configuration not stated)	-3	8	99	-2	0	101	3	99	0	2	-3
Cc1nc(SCC(=O)c2ccc(F)c(F)c2)[nH]c(=O)c1Oc1ccc(Cl)cc1	/	16	99	/	/	97	8	?	/	/	/
O=C(CNc1ccc2c(c1)OCO2)N/N=C\c1cn(Cc2ccccc2)c2ccccc12	-3	-22	101	8	-4	108	27	107	23	7	-7
COC(=O)Nc1sc2c(c1C(N)=O)CCCCCC2	-12	2	91	-2	-10	100	-11	119	13	-7	-36
CCOc1ccc(Cn2nnc(C(=O)NCc3ccccc3)c2N)cc1	-8	-38	101	-2	-2	100	-4	98	-10	-6	-4
CN(C)CCNc1c2c(nc3nnnn13)CCCC2	-3	-24	102	-4	-1	102	1	100	-6	-7	-1
CCN(CC)C(=O)CSc1nc2ccccc2c(=O)n1CC	-6	-16	113	-2	-4	107	-10	106	-2	-2	-5
CN(C)C(=O)CSC1c2ccccc2C(=O)N1c1ccccc1 (configuration not stated)	0	2	9.1*	-2	-1	23*	21	15*	4	-2	-2
CCCc1cc(-c2n[nH]c(=S)n2CC(C)C)cs1	-4	-16	101	-3	-4	103	30	102	0	-3	-8
Cc1c(Cl)cccc1NC(=O)CCC(=O)NNC(=O)CCC(=O)O	-5	-9	99	0	-4	97	6	98	0	-2	-4
O=C(N/N=C/c1ccc(F)cc1)c1cc(-c2ccc3c(c2)OCO3)n[nH]1	/	4	104	/	/	106	-9	?	/	/	/
CC1(c2cccs2)CC(c2cccs2)=C(C#N)C(=O)N1 (configuration not stated)	-12	-20	99	4	3	100	21	99	-12	-8	-1
COc1ccc(C(=O)/C=C/Nc2ccc([N+](=O)[O-])cc2)cc1	-6	-17	96	0	-3	94	16	96	-3	-2	-7
Cc1ccc(NC(=O)CC2NCCNC2=O)cc1Cl (configuration not stated)	-2	-21	100	0	0	102	-2	104	-3	-2	-3
O=C(COc1ccccc1[N+](=O)[O-])c1ccccc1	1	-22	95	3	-1	93	3	?	5	0	1
Cc1cc(=O)[nH]c2c1c(-c1ccccc1)nn2C	/	-21	108	/	/	99	-8	?	/	/	/
COc1ccccc1OCCCOc1c(C)cc(C)cc1Br	-7	-16	99	-3	-4	97	8	96	-10	-9	-9
O=C(COC(=O)c1ccc[nH]c1=O)NCCc1ccc(F)cc1	-3	-12	104	1	1	104	-6	102	-7	-1	-3
C/C(=C/c1ccccc1)C(=O)N1CC(C)OC(C)C1 (configuration not stated)	-2	-28	101	-2	0	99	-4	?	-4	-1	-2
Cc1ccn2cc(-c3cccc(NS(C)(=O)=O)c3)nc2c1	-3	-38	108	0	-1	106	-6	105	-7	-4	-2
Cc1ccc(S(=O)(=O)N2CCSC2c2ccco2)cc1 (configuration not stated)	0	-18	102	0	0	99	10	100	-1	0	-1

Grouped by structure, the entries above containing an aryl thioether with sulfur outside any ring.
SMILES	Bcl-XL Bim block	Mcl1 Bid PPI	RGS8-Gao reg	Bcl-W Bim block	Bim-Mcl-1	RGS4-Gao reg	Mcl1 Noxa PPI	RGS7-Gao reg	Bfl-1 Bim block	Bim-Bcl-2	Bcl-B Bim block
CCn1c(SCC(=O)N2CCN(c3ccccc3)CC2)nnc1-c1cc2cc(Cl)ccc2o1	-2	-31	104	-3	-4	96	14	95	-1	-1	-2
Cc1nc(SCC(=O)c2ccc(F)c(F)c2)[nH]c(=O)c1Oc1ccc(Cl)cc1	/	16	99	/	/	97	8	?	/	/	/
CCN(CC)C(=O)CSc1nc2ccccc2c(=O)n1CC	-6	-16	113	-2	-4	107	-10	106	-2	-2	-5

Two entries picked at random from the list so far:
SMILES	Bcl-XL Bim block	Mcl1 Bid PPI	RGS8-Gao reg	Bcl-W Bim block	Bim-Mcl-1	RGS4-Gao reg	Mcl1 Noxa PPI	RGS7-Gao reg	Bfl-1 Bim block	Bim-Bcl-2	Bcl-B Bim block
CN(C)C(=O)CSC1c2ccccc2C(=O)N1c1ccccc1 (configuration not stated)	0	2	9.1*	-2	-1	23*	21	15*	4	-2	-2
CC(C)NC(=O)NS(=O)(=O)c1cnccc1NC1CC2CCC1C2 (configuration not stated)	-3	8	99	-2	0	101	3	99	0	2	-3

(continued)
SMILES	Bcl-XL Bim block	Mcl1 Bid PPI	RGS8-Gao reg	Bcl-W Bim block	Bim-Mcl-1	RGS4-Gao reg	Mcl1 Noxa PPI	RGS7-Gao reg	Bfl-1 Bim block	Bim-Bcl-2	Bcl-B Bim block
O=C(Nc1cnn(Cc2ccc(Cl)cc2)c1)C1CCCC1	5	-28	92	0	1	82	-4	86	-12	-4	-6
Cc1ccc(C)c(-n2cc(CN3CCCN(C=O)CC3)c(-c3ccccc3)n2)c1	-8	-18	107	-4	-3	106	-2	104	-5	-3	-9
Cc1nc(N)nc(C)c1Cc1ccccc1	-3	-9	101	0	0	100	24	98	-7	-6	-5
CCOc1ccc2c(c1)sc(N)[n+]2Cc1cc(C)cc2cccnc12	-7	16	111	-5	-8	106	31	110	-5	-7	-7
Cc1nn(-c2ccc(Cl)cc2)c2sc(C(=O)c3c(N)n(C)c(=O)n(C)c3=O)cc12	-1	15	94	2	-2	95	6	98	0	-1	-3
CCOc1ccc(NC(=O)CSc2nnc(N)s2)c([N+](=O)[O-])c1	-2	-30	101	0	1	97	3	92	-1	0	-3
CCCCc1c(C)nn(-c2nnc3c4ccccc4n(CC)c3n2)c1C	-4	21	102	2	1	102	18	106	-9	-6	-4
O=C(O)CCC(=O)N(Cc1ccco1)c1nc(-c2ccccc2)cs1	0	15	100	0	1	98	15	100	12	11	6
